Lipid droplet: hepatic lipid droplet formation modulation | AML12 mouse hepatocytes, oleate lipid droplets, BODIPY imaging | actives 0.4% (n = 240,000) | inhibition, % at 6.5 µM;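 active = lipid droplet intensity inhibited by at least 50%, with more than 500 cells counted; inconclusive = wells with under 300 cells, treated as cytotoxic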
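Test system: AML12 hepatocytes (mouse); reagent: oleate loading, 100 µM; dosing: one dose, 6.5 µM compound; incubation: overnight exposure; signal: fluorescence imaging, 20x objective, two fields per well; read-out basis: % inhibition of corrected integrated BODIPY droplet signal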
b-catenin transl: modulators of beta-catenin nuclear translocation. HeLa beta-catenin nuclear translocation, immunofluorescence imaging. actives 0.3% (n = 190,000). AID 1665. nuclear translocation activity, % at 5 µM;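 active = nuclear translocation activity above 50% at 5 µM, with a well cell count of 50 or more; inconclusive = wells under 50 cells across six images, flagged as toxic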;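 also: per-cell ratio of nuclear to cytoplasmic median beta-catenin stain intensity; plate controls were DMSO negative control for no effect and GSK-3 inhibitor IX positive control for full effect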
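Test system: human HeLa cell line; Doses: 5 µM primary, 0.02–20 µM confirmation; Incubation: 24 h compound exposure, 37°C; Detection: beta-catenin immunofluorescence imaging with DAPI; Read-out: beta-catenin nuclear/cytoplasmic ratio, % activation.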
Insulin prom up: MIN6 insulin promoter up-regulation; MIN6 insulin promoter-GFP reporter, high-content imaging; stronger effect = higher value; actives 0.3% (n = 190,000); z-score at 5 µM;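 active = z-score above 3 at 5 µM with at least 500 cells counted in the well; inconclusive = wells under 500 cells, flagged as cytotoxic or low count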
Dynein transport: dynein cargo transport inhibition; z-score, hits read low; 3617.4 mouse cells, GR-EGFP nuclear translocation imaging; test concentration mostly 20 µM; stimulated with dexamethasone, 1 µM; stronger effect = lower value; actives 0.47% (n = 220,000);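 active = plate z-score of nuclear minus cytoplasmic receptor signal below a set negative limit, without overly bright fluorescence or cell loss, cut at about -3.5 in these data, passing the limit was not always enough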;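 also: z-score of nuclear minus cytoplasmic ring GR-EGFP intensity difference per well; some compounds called inactive have numbers as strong as hits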
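medium = tetracycline-free induction medium containing charcoal-stripped FBS | also added = 1.0 µM final dexamethasone stimulus | schedule = 48 h induction, 1 h compound, 30 min dex at 37 °C | technique = fixed, Hoechst-stained cells imaged at 10x for EGFP | measure = GR-EGFP nuclear translocation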
TNAP activation fold: stimulation of alkaline phosphatase TNAP activity – biochemical, luminescent, no phosphate acceptor, uHTS, primary screen (AID 1001); activation fold at 20 µM; hits with a dose series show EC50 in µM; purified TNAP, luminescent activation assay, no phosphate acceptor; higher activation fold means a stronger effect; actives 0.03% (n = 200,000); in the data active = activation fold from about 3, or a potency from the dose series; inactive = the rest, 99 in 100 with activation fold below about 1.6; also: many of its hits are not listed in these tables
Myeloid diff MLP: myeloid differentiation induction. ER-HoxA9 myeloid progenitors, lysozyme-GFP differentiation, flow cytometry. calls only at 10 µM. actives 1% (n = 360,000);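 active = normalized GFP-positive differentiation at or above the plate's own cutoff, the solvent-only control mean plus 3 SD; inconclusive = no clear call, values can overlap the other calls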;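 also: cells exposed to compound for four days before flow analysis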
human PMI inhibition: MPI enzyme activity inhibition – biochemical, fluorescence intensity, coupled assay, primary screen (AID 1209); purified PMI enzyme, coupled fluorescence intensity; higher % means a stronger effect; one-dose inhibition, % at 20 µM; IC50 in µM for titrated hits; actives 0.42% (n = 190,000); in the data active = inhibition above about 50%;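 also: plate controls were DMSO vehicle for no effect and wells lacking substrate for full effect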
T cell HTS: T cell immune modulation candidate | 2C CD8+ T cell-vesicle binding, flow cytometry; stronger effect = lower value | calls only at 7 µM | actives 0.068% (n = 330,000) | AID 2052;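 active = response, share of CD8 T cells binding vesicles, and their 90th percentile fluorescence all below set limits, cut at about 80% in these data, passing the limit was not always enough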
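System: murine 2C transgenic CD8+ T lymphocytes; also added: QL9-loaded Drosophila micro-vesicles; times: binding 1.5 h at 37 °C; measured by: flow cytometry, PE anti-B7-1 (FL2) versus Alexa647 anti-CD8 (FL8), PFA-fixed; control set: Peptide-free naked vesicles (low) and QL9 vesicles with 0.7% DMSO vehicle (high)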
MT stabilizer: microtubule stabilizers in HeLa cells. actives 0.83% (n = 200,000). AID 2205. % tubulin-high responders, % at 10 µM. HeLa tubulin immunostaining HCS, 24 h; share of cells brighter than vehicle mean+2SD;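 active = plate Z-score above 3 for both tubulin-high and condensed-nucleus cell shares, with cell loss under 80%, at 10 µM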;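 also: anti alpha tubulin signal scored within the nucleus-defined area of each cell; some results filed as inactive read as strong as hits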
Dynein transport cytoplasmic EGFP: further read-out of Dynein transport, marked with its call; z-score; measured here: cytoplasmic GR-EGFP intensity; stronger effect = higher value
Dynein transport nuclear GR-EGFP: further read-out of Dynein transport, marked with its call; z-score; measured here: nuclear GR-EGFP intensity;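 lower value marks the stronger effect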
Dynein transport cell count: further read-out of Dynein transport, marked with its call; z-score; measured here: cell count per field
Insulin prom up cell count: further read-out of Insulin prom up, marked with its call; cell count; measured here: cytotoxicity, nuclei count;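 total cells summed across four imaged fields per well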
Lipid droplet cells 6.5 µM: also measured in Lipid droplet; calls as there; cell count; measured here: cell count, cytotoxicity flag;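 cells counted across two imaged fields per well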
b-catenin transl cell count 5 µM: further read-out of b-catenin transl, marked with its call; cell count; measured here: cell count, cytotoxicity flag
T cell HTS vesicle-bound %: second read-out of T cell HTS, no call of its own (marks repeat the call); double positive events, %; measured here: CD8+ vesicle-bound cell fraction;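 binding gate set so that unloaded-vesicle control wells show 10% double positive cells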
MT stabilizer Hoechst-high %: recorded beside MT stabilizer, whose call it bears; % Hoechst-high responders; measured here: nuclear condensation Hoechst responders;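 share of cells brighter than vehicle mean plus two SD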
MT stabilizer cytotoxicity %: recorded beside MT stabilizer, whose call it bears; toxicity, %; measured here: cytotoxicity by cell density;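 0% = mean cell density of plate MIN control wells and 100% = no cells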
Myeloid diff MLP GFP+ MAC1+ %: recorded beside Myeloid diff MLP, whose call it bears; GFP+ MAC1+ double positive, %; measured here: differentiation confirmed by MAC1 staining
Active calls of the source: *; i = inactive; ? = inconclusive; . = not tested or not shown.

SMILES	Lipid droplet	Lipid droplet cells 6.5 µM	b-catenin transl	b-catenin transl cell count 5 µM	Insulin prom up	Insulin prom up cell count	Dynein transport	Dynein transport cytoplasmic EGFP	Dynein transport nuclear GR-EGFP	Dynein transport cell count	TNAP activation fold	Myeloid diff MLP	Myeloid diff MLP GFP+ MAC1+ %	human PMI inhibition	T cell HTS	T cell HTS vesicle-bound %	MT stabilizer	MT stabilizer Hoechst-high %	MT stabilizer cytotoxicity %
CN(C)S(=O)(=O)c1cccc(NC(=S)NC2CCCCC2)c1	1	687	-4.3	1079	-0.08	1178	0.45	-0.15	0.75	-0.43	1.1	i	0.7	-1%	i	32	2.7	3.0	0.2
Cc1nnc(NC(=O)C2c3ccccc3Oc3ccccc32)s1	-2	774	-1.6	1218	0.04	913	0.3	-0.22	0.49	0.37	1.1	?	.	1%	i	32	3.9	2.1	3.3
CCC1=NN(C(=O)Cc2ccc(OC)c(OC)c2)C(O)(C(F)(F)F)C1 (stereo not drawn)	-64	630	1.8	523	-0.2	1309	-0.042	-0.22	0.0089	0.92	1.1	i	0.3	-6%	i	50	3.5	2.8	16
Cc1csc(SCC(=O)Nc2nc(-c3ccccc3)cs2)n1	0	635	1.9	1071	0.53	1833	-1	-0.28	-0.48	0.87	1.1	i	1.2	20%	i	53	3.2	1.3	1.6
O=C(Cn1ccc2ccccc2c1=O)NCCC(=O)Nc1ccc2c(c1)OCCO2	.	.	-1.4	1407	-0.24	1444	-1.6	-0.063	-0.48	1.1	1	i	2.8	-8%	i	53	2.6	5.1	12
COc1cccc2[nH]c3c(N4CCCCC4)ncnc3c12	.	.	-3.1	954	0.03	988	-0.48	-0.31	-0.06	0.45	1.1	i	4.8	2%	i	26	3.6	3.3	10.0
CC(=O)Nc1cccc(NC(=O)CSc2nnnn2C)c1	3	743	-1.2	1045	0.23	1376	-0.63	-0.26	-0.34	0.092	1.1	.	.	3%	.	.	3.3	1.5	1.1
Cc1ccc2cn[nH]c2c1NC(N)=S	5	678	-2.7	1123	-0.62	1571	-0.32	-0.41	-0.18	0.78	1.1	i	0.8	10%	i	26	1.8	2.0	7.7
COc1ccc2nc(NC(=O)CCc3nc(-c4ccccc4F)no3)sc2c1	.	.	-7.9	949	-0.26	1166	0.07	-0.25	0.43	-0.046	1.1	i	0.8	-5%	.	.	5.3	3.0	1.1
CCCCOc1ccc(C(=O)N/N=C/c2cn[nH]c2-c2ccc(OC)c(OC)c2)cc1	-6	624	-2.4	546	-0.11	1267	1.4	-0.16	0.65	-1	1.2	i	0.9	11%	i	46	3.9	3.5	10
COc1ccc(N(CC(=O)NCc2cccnc2)S(=O)(=O)c2ccc(C)c([N+](=O)[O-])c2)cc1	-1	702	-0.6	1533	.	.	1.1	0.024	0.52	-2.4	1.1	i	0.3	-5%	i	4	1.8	2.8	8.2
COC(=O)C1=C(NC(C)=O)CCS1	1	653	-0.7	1060	-0.23	1506	-0.63	-0.28	-0.13	1.4	1.1	i	0.7	-12%	i	56	3.2	2.7	3.8

2 of the compounds above, as comma-separated lines:
smiles,Lipid droplet,Lipid droplet cells 6.5 µM,b-catenin transl,b-catenin transl cell count 5 µM,Insulin prom up,Insulin prom up cell count,Dynein transport,Dynein transport cytoplasmic EGFP,Dynein transport nuclear GR-EGFP,Dynein transport cell count,TNAP activation fold,Myeloid diff MLP,Myeloid diff MLP GFP+ MAC1+ %,human PMI inhibition,T cell HTS,T cell HTS vesicle-bound %,MT stabilizer,MT stabilizer Hoechst-high %,MT stabilizer cytotoxicity %
O=C(Cn1ccc2ccccc2c1=O)NCCC(=O)Nc1ccc2c(c1)OCCO2,.,.,-1.4,1407,-0.24,1444,-1.6,-0.063,-0.48,1.1,1,i,2.8,-8%,i,53,2.6,5.1,12
COc1cccc2[nH]c3c(N4CCCCC4)ncnc3c12,.,.,-3.1,954,0.03,988,-0.48,-0.31,-0.06,0.45,1.1,i,4.8,2%,i,26,3.6,3.3,10.0

(list continues)
SMILES	Lipid droplet	Lipid droplet cells 6.5 µM	b-catenin transl	b-catenin transl cell count 5 µM	Insulin prom up	Insulin prom up cell count	Dynein transport	Dynein transport cytoplasmic EGFP	Dynein transport nuclear GR-EGFP	Dynein transport cell count	TNAP activation fold	Myeloid diff MLP	Myeloid diff MLP GFP+ MAC1+ %	human PMI inhibition	T cell HTS	T cell HTS vesicle-bound %	MT stabilizer	MT stabilizer Hoechst-high %	MT stabilizer cytotoxicity %
CN(C(=O)CCc1nnc(CCCCc2ccccc2)o1)C1CCOCC1	-5	681	0.8	1047	-0.73	1434	-1.3	-0.23	-0.95	0.71	1.1	i	0.1	0%	i	41	1.3	2.6	6.4
CCOC(=O)c1c(C)[nH]c(C(=O)CSc2nnc(-c3ccncc3)n2CC)c1C	3	791	0.2	1028	-0.25	1241	-0.013	-0.26	0.39	-0.51	1.1	i	3.9	5%	i	13	1.0	1.6	3.3
COc1cc(NS(=O)(=O)c2ccc(N/C=C\C(=O)c3ccc(OC)c(OC)c3)cc2)nc(OC)n1	2	599	-0.4	894	0.81	1093	-0.31	-0.23	-0.37	0.57	1	i	0.7	-14%	i	56	4.1	2.4	9.7
Cc1cc(O)c(C=Nc2ccc(Cl)cn2)c(=O)o1	-6	746	3.0	868	.	.	-0.065	-0.34	-0.056	0.42	1.1	i	0.9	-33%	i	48	0.9	1.1	8.7
Cc1ccc(C(=O)CN(C(=O)c2ccc(Cl)c(Cl)c2)N2C(=O)C3CCCCC3C2=O)cc1C (stereo not drawn)	8	799	.	.	.	.	-0.67	0.38	-0.052	0.41	1.1	i	0.9	12%	i	11	2.1	1.4	8.2
O=C(NNc1nc(-c2ccccc2)c2cc(Br)ccc2n1)c1ccc(S(=O)(=O)N2CCCCC2)cc1	1	658	-4.1	540	0.44	1217	0.54	-0.22	-0.065	-0.56	0.9	i	0.4	9%	i	50	3.3	1.4	9.6
CC(CN1CCCCC1)OC(=O)c1cc2ccccc2o1 (stereo not drawn)	.	.	-4.5	955	0.48	1534	-0.4	-0.37	-0.28	0.42	1.2	.	.	-2%	i	14	4.4	2.2	8.1
CC(=O)N1CCN(c2ccc(NC(=O)c3ccccc3Br)cc2Cl)CC1	21	700	-1.2	1183	-0.37	1017	0.76	-0.23	0.45	0.22	1.1	i	0.6	-12%	i	35	4.4	1.9	3.1
COc1cc(C(C)=O)ccc1Oc1ncnc2c1cnn2-c1ccc(F)cc1	-3	652	-1.1	999	-0.37	1213	-0.95	-0.25	-0.71	0.64	1	i	0.8	3%	i	17	5.2	1.5	7.4
CCN(CC)C(=O)CS(=O)(=O)CC(=O)Nc1cc(OCCOC)c(Cl)cc1Cl	10	669	-2.0	1192	-0.1	1363	-0.48	-0.25	-0.17	0.32	1.1	i	0.0	3%	i	54	3.0	1.2	0.1
CCc1ccccc1N(CC(=O)N/N=C/c1ccc(OC(=O)OC)c(OC)c1)S(C)(=O)=O	-10	747	-3.4	1250	-0.1	919	-0.72	-0.15	-0.15	-0.058	1.1	i	1.3	3%	i	53	2.4	1.5	3.5
CC(C)(C)C(=O)Nc1ccccc1C(=O)NCc1ccco1	.	.	-1.6	1000	0.77	1163	2.6	-0.085	2.6	-1.9	1.1	i	1.3	3%	i	32	1.2	2.8	3.5
Cc1ccn(-c2cc(O)c(-n3ccc(C)n3)cc2O)n1	27	700	-0.9	1112	-0.23	1228	1.9	-0.28	0.072	0.0073	1.2	i	0.3	-13%	i	53	2.9	1.0	6.2
Cc1nonc1NC(=O)CSc1nc(CCC2CCCC2)nc2ccccc12	7	706	-0.9	1316	-0.53	1057	-1	-0.2	-0.12	0.11	.	i	0.5	.	i	30	.	.	.
CC(C)CNC(=O)c1ccccc1NC(=O)c1ccc(CSc2ccccc2)cc1	0	645	1.2	1074	-0.44	1472	0.58	-0.15	0.024	-2.2	1	i	0.5	4%	i	55	2.5	2.4	5.7
O=C(O)C1CCCN1S(=O)(=O)c1ccc(Br)s1 (stereo not drawn) (tested in a mixture with another compound)	-5	614	0.8	1028	-0.3	1552	-0.52	-0.19	-0.34	-0.43	1	i	0.5	2%	i	46	2.9	3.0	13
COC(=O)NNC(=O)Cc1cccc2ccccc12	-2	689	-0.2	478	0.5	1220	-1.1	-0.33	-0.74	0.71	1.1	i	0.5	-10%	i	46	2.0	2.9	5.5
COC(=O)c1cc(OC)c(OC)cc1NC(=S)N1CCN(C)CC1	.	.	.	.	0.43	1460	-0.17	0.076	0.4	0.41	1.1	i	4.7	9%	i	33	3.1	2.3	4.9
COc1ccc(NC(=O)C2CCCN(S(=O)(=O)c3cccnc3)C2)cc1 (stereo not drawn)	.	.	-0.8	853	0.86	1478	0.13	-0.22	0.24	0.16	1.1	i	1.3	1%	i	23	1.8	2.4	4.0
O=C(CSc1cccc[n+]1[O-])Nc1cccc(Oc2ccccc2)c1	-2	725	-0.5	1097	0.06	1273	-0.89	-0.29	0.049	1.2	1	i	0.8	-1%	i	17	3.4	2.6	4.4
COc1ccc(CCNS(=O)(=O)c2ccc(F)cc2)cc1OC	.	.	-1.6	991	.	.	0.24	-0.2	0.57	-0.35	1.1	i	1.7	0%	i	4	2.6	1.6	6.2

High-throughput results from PubChem.
